# PREPL inh – inhibitors of human prolyl oligopeptidase-like enzyme PREPL; recombinant PREPL, fluorescence polarization activity-based probe; inhibition, % at 5.96 µM; 320,000 tested, 0.68% active; AID 2751; in the data active = inhibition above about 43%;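 also: 0% = enzyme with DMSO and 100% = wells lacking enzyme; many of its hits are not listed in these tables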
# EBNA-1 inh – blocks EBNA-1 binding to DNA. EBNA-1 DNA binding, fluorescence polarization. inhibition, % at 14.8 µM. 300,000 tested, 0.34% active. AID 1950; in the data active = inhibition above about 28%
# LYPLA1 counter – LYPLA1 (human) inhibition in PME1 counter-screen; O75608; 320,000 tested, 0.16% active; recombinant LYPLA1, FP-Rh probe fluorescence polarization; inhibition, % at 5.9 µM; AID 2174;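 active = inhibition above the mean of all tested compounds plus 3 SD, set per campaign, cut at about 14% in these data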;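 also: inhibitors block serine hydrolase probe labeling of LYPLA1 so polarization falls; 0% = enzyme with DMSO and 100% = wells lacking LYPLA1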
# Target sequence (O75608 whole entry, looked up): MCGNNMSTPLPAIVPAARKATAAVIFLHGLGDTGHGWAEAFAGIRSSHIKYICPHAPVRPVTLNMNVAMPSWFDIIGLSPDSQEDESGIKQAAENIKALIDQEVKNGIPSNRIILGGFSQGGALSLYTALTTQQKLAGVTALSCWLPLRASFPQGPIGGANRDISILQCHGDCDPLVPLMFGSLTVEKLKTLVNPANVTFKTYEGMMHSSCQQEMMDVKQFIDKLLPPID
# PAFAH1B2 inh – inhibitors of human PAFAH1B2. recombinant PAFAH1B2, FP-rhodamine activity probe, fluorescence polarization. inhibition, % at 3.39 µM. 340,000 tested, 1.2% active. AID 492953;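 active = inhibition above the mean of all tested compounds plus 3 SD, cut at about 24% in these data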;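 also: 0% = enzyme with DMSO and 100% = wells lacking PAFAH1B2; many of its hits are not listed in these tables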
# Target sequence (P68402 whole entry, looked up): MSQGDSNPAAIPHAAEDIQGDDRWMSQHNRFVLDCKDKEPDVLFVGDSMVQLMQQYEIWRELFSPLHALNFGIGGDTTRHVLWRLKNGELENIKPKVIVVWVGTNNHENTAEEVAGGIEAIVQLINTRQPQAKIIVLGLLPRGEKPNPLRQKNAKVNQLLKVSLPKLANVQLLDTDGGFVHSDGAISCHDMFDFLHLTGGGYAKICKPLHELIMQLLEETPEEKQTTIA
# ZTA DNA inh – ZTA (EBV) inhibition in EBNA-1 counter-screen; 320,000 tested, 0.15% active; AID 2234; P03206; ZTA-DNA binding, fluorescence polarization; inhibition, % at 11 µM; in the data active = inhibition above about 33%
# PAFAH2 FP inh – PAFAH2 (human) inhibition; Q99487; recombinant PAFAH2, FP-rhodamine activity probe, fluorescence polarization; inhibition, % at 3.39 µM; 340,000 tested, 0.99% active; AID 492956;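 active = inhibition above the mean over all tested compounds plus 3 SD, cut at about 30% in these data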;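 also: inhibitors block probe labeling of enzyme so polarization drops; 0% = enzyme with DMSO and 100% = wells lacking PAFAH2 protein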
# pPAFAH inh – pPAFAH (human) enzyme inhibition. Q13093. recombinant pPAFAH, FP-rhodamine probe fluorescence polarization. inhibition, % at 3.39 µM. 330,000 tested, 1.5% active. AID 463082;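 active = inhibition above the mean inhibition across the screen plus 3 SD, cut at about 25% in these data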;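 also: inhibitors block binding of the rhodamine activity-based probe so polarization drops; 0% = enzyme with DMSO and 100% = wells lacking pPAFAH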
# Target sequence (Q13093 whole entry, looked up): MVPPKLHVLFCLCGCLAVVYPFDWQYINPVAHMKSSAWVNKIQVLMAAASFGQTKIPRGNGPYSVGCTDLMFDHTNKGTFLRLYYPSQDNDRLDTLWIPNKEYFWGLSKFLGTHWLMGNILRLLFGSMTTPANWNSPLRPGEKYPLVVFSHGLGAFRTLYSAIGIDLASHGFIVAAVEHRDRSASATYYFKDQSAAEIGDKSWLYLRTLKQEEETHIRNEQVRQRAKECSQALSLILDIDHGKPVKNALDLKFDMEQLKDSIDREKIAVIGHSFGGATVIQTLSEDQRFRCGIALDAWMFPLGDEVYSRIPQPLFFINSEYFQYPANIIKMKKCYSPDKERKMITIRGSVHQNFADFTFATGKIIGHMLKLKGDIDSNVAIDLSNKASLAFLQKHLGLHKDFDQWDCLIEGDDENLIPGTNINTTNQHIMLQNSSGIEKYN
# LYPLA2 counter – blocks human lysophospholipase 2, a PME1 counter-screen | O95372 | recombinant LYPLA2, FP-Rh probe fluorescence polarization | inhibition, % at 5.9 µM | 320,000 tested, 0.38% active | AID 2177;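 active = inhibition above the screen-wide mean plus 3 SD, limit set per campaign, cut at about 26% in these data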;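 also: 0% = LYPLA2 with DMSO and 100% = wells lacking LYPLA2 enzyme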
# PAFAH1B3 FP inh – inhibitors of human PAFAH1B3 | Q15102 | recombinant PAFAH1B3, FP-rhodamine probe, fluorescence polarization | inhibition, % at 3.39 µM | 340,000 tested, 0.28% active;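 active = inhibition above the screen-wide average of all tested compounds plus 3 SD, cut at about 25% in these data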;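 also: 0% = enzyme with DMSO only and 100% = wells lacking PAFAH1B3 protein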
# * = called active by the depositor; . = not tested or not shown. The list is partial; the hit share may differ from the screen's.
SMILES,PREPL inh,EBNA-1 inh,LYPLA1 counter,PAFAH1B2 inh,ZTA DNA inh,PAFAH2 FP inh,pPAFAH inh,LYPLA2 counter,PAFAH1B3 FP inh
CCOC(=O)C/C(C)=N/NC(=O)C1CC1(c1ccccc1)c1ccccc1 (configuration not stated),2,0,1,0,22,-7,3,0,4
CC(=O)c1sc(NC(=O)COc2c(C)cc(Cl)cc2C)nc1C,-2,4,1,.,1,.,2,1,.
Cc1cccc(CSCCNC(=O)CN(c2cc(C)cc(C)c2)S(C)(=O)=O)c1,7,11,3,-2,-4,-5,6,-2,1
COc1ccc(NC(=S)Nc2ccccc2)c(OC)c1,15,-16,3,0,-3,164*,-1,1,1
CC1CC(C)CN(C(=O)Cc2c(C(=O)O)[nH]c3ccc(Cl)cc23)C1 (configuration not stated),10,-7,-3,81*,-6,4,-1,-5,1
O=C1CSC(=Nc2ccccc2)N1Cc1ccccc1,-14,6,-2,6,2,4,5,3,10
CCC(C)C(=O)Nc1nnc(SCC(=O)NC2CCCCC2)s1 (configuration not stated),0,-17,1,3,-4,2,-1,8,2
COc1cc(C2C3=C(CCCC3=O)Nc3ccc4ncccc4c32)ccc1O (configuration not stated),16,2,-2,5,-14,9,2,2,12
O=C(Cn1nc(Cc2cccnc2)c2ccccc2c1=O)NCC1CCCO1 (configuration not stated),-1,4,-1,0,6,-1,4,1,-5
COc1cnn(-c2ccccc2)c(=O)c1N(C)C,3,-8,3,9,12,-1,-3,5,3
O=C1CN(C(=O)c2ccc(Br)o2)C(c2ccccc2)c2cc(Cl)ccc2N1 (configuration not stated),20,1,-1,4,15,8,4,5,1
Cc1ccccc1C(=O)Nc1cccc(N)c1,6,9,-3,2,-3,0,4,0,6
NC(=NC(=O)c1ccccc1)N1CCOCC1,7,-9,0,0,-1,4,2,3,4
Cc1ccc(NC(=O)CCN2C(=O)CSC2=O)cc1,6,3,3,8,10,2,5,-2,-1
CCN(Cc1ccc(C#CCCO)cc1)CC1CCCN(CCc2cccc(F)c2)C1 (configuration not stated),-11,-10,-1,7,-3,2,-8,-3,4
COc1ccccc1CN1CC(C(=O)NCCc2ccc(C)o2)CCC1=O (configuration not stated),-2,0,-4,-5,4,1,5,-4,-2
Cc1cccnc1NC(=O)CCCN1C(=O)c2ccccc2C1=O,-2,5,0,1,5,-1,4,0,-4
CCCn1c(SCc2cc(=O)oc3ccc4ccccc4c23)n[nH]c1=O,32,-7,-1,-2,-8,6,4,16,-3
COCC(C)NCc1ccc(OC)c(Br)c1 (configuration not stated),-11,-5,-2,-3,3,2,3,5,-1
Cc1ccc(NC(=O)c2ccc(N3CCCC3=O)cc2)cc1S(=O)(=O)N1CCCCC1,5,.,-9,-4,-17,-4,-1,-1,2
CCCCCc1c(C)nc(NCc2ccccc2)[nH]c1=O,10,22,-4,8,16,-1,10,-2,-7
Cc1ncc(CN2CCCC(CCC(=O)NCc3ccc(F)c(F)c3)C2)s1 (configuration not stated),4,2,1,3,3,5,-1,2,-2
COc1ccc(N2CCN(S(=O)(=O)c3c(C)nc4sccn4c3=O)CC2)cc1,4,-8,1,0,7,3,1,8,-1
COc1ccc(C(=O)N[C@H]2COC(C)(C)O[C@H]2c2ccccc2)cc1,9,3,3,2,-13,-4,-1,1,5
Nc1ccn(CC(=O)NCc2ccc3c(c2)OCO3)c(=O)n1,11,.,5,0,-2,13,1,5,-5

# The final 6 records of the section above are carried over, then new ones follow.
SMILES,PREPL inh,EBNA-1 inh,LYPLA1 counter,PAFAH1B2 inh,ZTA DNA inh,PAFAH2 FP inh,pPAFAH inh,LYPLA2 counter,PAFAH1B3 FP inh
Cc1ccc(NC(=O)c2ccc(N3CCCC3=O)cc2)cc1S(=O)(=O)N1CCCCC1,5,.,-9,-4,-17,-4,-1,-1,2
CCCCCc1c(C)nc(NCc2ccccc2)[nH]c1=O,10,22,-4,8,16,-1,10,-2,-7
Cc1ncc(CN2CCCC(CCC(=O)NCc3ccc(F)c(F)c3)C2)s1 (configuration not stated),4,2,1,3,3,5,-1,2,-2
COc1ccc(N2CCN(S(=O)(=O)c3c(C)nc4sccn4c3=O)CC2)cc1,4,-8,1,0,7,3,1,8,-1
COc1ccc(C(=O)N[C@H]2COC(C)(C)O[C@H]2c2ccccc2)cc1,9,3,3,2,-13,-4,-1,1,5
Nc1ccn(CC(=O)NCc2ccc3c(c2)OCO3)c(=O)n1,11,.,5,0,-2,13,1,5,-5
Cc1ccc(NC(=O)c2ccc3nc[nH]c3c2)c(O)c1,-2,-10,-1,3,7,7,-5,-1,6
COc1cc(N(Cc2ccccc2)Cc2ccccc2)c2ncn(C(C)C)c2c1,-2,.,-2,4,14,3,7,3,-4
CC(C)CNC(=S)N1CCC(NC(=O)C23CC4CC(CC(C4)C2)C3)CC1,3,1,-1,-3,10,3,1,-1,1
O=C(/C=C/c1ccc(OCCCF)cc1)NCc1ccc(Cl)cc1,3,-8,-2,-1,-9,2,-3,0,-3
CC(=O)Nc1ccc(NC(=O)C(C)OC(=O)c2ccccc2C(=O)c2ccc(Cl)c([N+](=O)[O-])c2)cc1 (configuration not stated),2,12,-3,6,2,-5,4,-3,10
COc1cc(C(=O)Nc2cccc(S(=O)(=O)NCc3ccco3)c2)cc(OC)c1OC,-1,.,-3,3,-5,-1,1,1,2
OCCC#Cc1c(-c2ccsc2)sc2ccccc12,24,1,-4,1,-10,0,13,-2,-19
O=C(Cc1ccccc1)NC(NC(=O)Cc1ccccc1)c1cccc([N+](=O)[O-])c1,-7,1,1,3,-4,-6,5,-3,-2
Cc1ccnc(N(C(=O)Nc2ccccc2)C2=NCC(C)(C)S2)c1,5,-5,-1,.,-7,.,3,1,.
CCOC(=O)c1sc(NC(=O)C(C)Sc2nnc(N)s2)nc1C (configuration not stated),5,16,0,3,12,-7,4,1,6
CCOc1cccc2cc(C(=O)NC(C)c3ccccc3)c(=N)oc12 (configuration not stated),-4,-3,-5,6,-3,-4,-2,-5,0
O=C(COC(=O)C1=COCCO1)NCc1ccc(F)cc1,6,1,-1,-1,-4,29,1,-1,6
Cc1ccc(-n2nc3c(=O)n(C(C)C(=O)NCc4ccc(Cl)cc4)nc(C)c3c2C)cc1 (configuration not stated),-10,3,-4,5,-7,3,6,-8,4
Cc1ccc(C)c(C(=O)CSc2nnnn2-c2cccnc2)c1,3,-5,-1,1,10,9,-6,-1,5
CCCc1cc(=O)oc2cc(C)cc(OC(C)C(=O)NCCCN3CCOCC3)c12 (configuration not stated),-10,-14,-1,-7,-9,10,0,5,-5
Cc1cc(C)nc(Sc2ccc(/C=C(\C#N)C(N)=O)o2)n1,3,-2,0,3,-25,1,1,-1,14
O=C(CN1C(=O)NC2(CCCC2)C1=O)Nc1ccc(Cl)c(C(F)(F)F)c1,-4,-7,-4,5,7,-6,8,0,-3
Fc1cccc(Cl)c1CSc1nnc(CNc2ccccc2)o1,4,-3,-3,3,-5,5,5,2,7
O=C1C(=O)c2ccc(-c3ccccc3)cc2-c2ccccc21,13,-6,-4,9,6,51*,19,14,58*
COc1ccc(-c2cc(CN3C(=O)c4ccccc4C3=O)on2)cc1,-3,4,2,5,-7,-1,5,5,6
O=C(C1CC(=O)N(c2ccccc2)C1)N1CCN(c2ccccc2)CC1 (configuration not stated),34,-2,1,3,8,0,-1,-4,8
O=C(N/N=C/c1ccccn1)c1cccc(NC(=O)c2ccc(Cl)cc2)c1,11,-1,-12,0,10,7,-3,-13,14
O=C(N/N=C/c1cccc(OCC(=O)N2CCCC2)c1)C(=O)Nc1ccccc1F,-5,0,1,-3,2,5,-1,-1,-1
CC(C)CCNC(=O)C1CCN(C(=O)N(C)C)CC1,4,-5,-1,2,-9,0,3,-1,-8
O=C(CN1CCCCC1)N/N=C/c1cccc(Cl)c1,6,-5,0,2,-1,5,3,-1,2

# Next compounds.
SMILES,PREPL inh,EBNA-1 inh,LYPLA1 counter,PAFAH1B2 inh,ZTA DNA inh,PAFAH2 FP inh,pPAFAH inh,LYPLA2 counter,PAFAH1B3 FP inh
CCOC(=O)c1sc(C)c2c1NC(C)(c1cccs1)NC2=O (configuration not stated),6,-7,-3,5,6,10,-2,-7,-1
Cn1c2ccccc2c2cc(/C=N/NC(=O)c3cc(O)cc(O)c3)ccc21,32,2,-29,25*,5,-34,30*,-43,16
COc1cccc(NC(=O)[C@H](C)NC(=O)C2CCN(S(=O)(=O)c3ccc(C)cc3)CC2)c1,-1,16,-3,6,6,-1,4,2,5
COc1ccc(CCNC(=O)C2CCN(C(=O)NC3CCCCC3)CC2)cc1,3,-10,-1,0,5,-15,1,2,9
COc1ccc(C2N3CC4(C)CN2CC(C)(C3)C4=O)cc1OC (configuration not stated),1,-10,3,7,-7,-5,0,-4,10
COCCCNC(=S)N/N=C/c1ccccc1O,-9,-10,-1,-1,2,2,-3,1,3
CCN1CCCC1CNC(=O)C(=O)NC (configuration not stated),22,-1,2,2,-8,1,2,2,1
CN(C)c1ccc(C2=NOC(CN3C(=O)c4ccccc4S3(=O)=O)C2)cc1 (configuration not stated),13,-4,-3,1,-8,-3,5,4,3
Cc1ccc(S(=O)(=O)N2CCCC(C(=O)NCC(C)C)C2)cc1 (configuration not stated),-3,-2,-4,-1,16,5,0,1,-2
Cc1cccc(OCCC(=O)NNC(=O)c2ccoc2C)c1,14,.,3,4,1,2,-5,-3,0
N#Cc1nc(-c2cccs2)oc1NCCc1ccccc1,11,-11,-3,4,-2,8,2,2,6
CN1CCN(C(c2cc3cc4c(cc3[nH]c2=O)OCCO4)c2nnnn2C2CCCC2)CC1 (configuration not stated),-5,7,1,.,17,.,2,4,.
Cn1nc(C(F)(F)F)c(CO)c1Sc1ccc(F)cc1,-1,7,-2,4,21,6,1,-4,4
O=C1CSc2ccc(C(=O)NCC(c3ccco3)N3CCCCC3)cc2N1 (configuration not stated),1,-9,-2,6,-1,5,-4,-7,3
CCOC(=O)c1c(NC(NC(C)=O)C(Cl)(Cl)Cl)sc2c1CCCC2 (configuration not stated),8,-7,3,4,-20,-3,15,11,8
Cc1ccc2nc3n(c(=O)c2c1)-c1ccccc1C(=O)NC3Cc1ccccc1 (configuration not stated),8,.,-4,.,-17,.,1,9,.
CCN(CC)S(=O)(=O)c1ccc(S(=O)(=O)N(Cc2ccccn2)Cc2ccco2)cc1,8,4,0,7,12,2,5,-2,-4
C=CCn1c(SCC(=O)c2ccc(OC)cc2)nnc1-c1ccc2c(c1)OCO2,2,-12,-3,3,12,10,-2,-6,0
Cc1ccnc2nc(C(=O)OCCOc3ccccc3)nn12,-4,-6,1,5,-2,-36,-1,-1,1
N#Cc1ccc(-c2csc(NC(=O)c3cc(-c4cccs4)nc4ccccc34)n2)cc1,-6,10,-8,-7,2,-6,-8,-14,3
O=[N+]([O-])/C(C(Cl)=C(Cl)Cl)=C(/Sc1ccccc1)N1CCCCC1,-4,10,0,6,25,1,3,2,2
CC1=C(C#N)C(c2ccc3ncccc3c2)C(C#N)=C(C)N1,17,14,0,-4,-14,3,2,-6,7
CCc1ccccc1NC(=O)c1noc(C(C)C)c1[N+](=O)[O-],-8,-10,-3,4,-18,4,5,3,1
Cc1ccc(C2(C)NC(=O)N(CC(=O)Nc3c(C)n(C)n(-c4ccccc4)c3=O)C2=O)cc1 (configuration not stated),1,-11,1,1,-7,-10,3,2,2
Cc1cc(-c2nnc(SCC(=O)NC3CCCC3)o2)no1,1,-7,-2,3,-1,-3,-1,-2,4
O=C(OCC(=O)N1CCCCC1)c1ccc2ccccc2n1,6,.,.,0,.,-4,8,.,4
